Screening data from PubChem BioAssay.
dFosB activator – mouse delta FosB homodimer activation. P13346. hit rate 0.99% among 340,000. AID 493131. purified delta FosB, TAMRA-CDK5 oligo fluorescence polarization; percent of positive-control signal above neutral wells. activation, % at 25 µM;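 active = mean activation above about 17%, with every replicate also reaching it, limit read from the data, passing the limit was not always enough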;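 note: fluorescence polarization rise as delta FosB binds a TAMRA Cdk5 AP-1 oligo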
RTF Ca sens act – increases calcium sensitivity of human cardiac regulated thin filaments | hit rate 0.24% among 340,000 | P19429+P45379 | IANBD-labeled TnC RTF fluorescence at EC20 calcium; 0% EC20 calcium, 100% full calcium | activation, % at 7.2 µM | AID 493008;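 active = activation above the mean over all tested compounds plus 3 SD, cut at about 30% in these data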;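 note: rise in fluorescence read as greater calcium sensitivity of cardiac thin filaments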
Rtt109 HAT inh – C. albicans Rtt109 histone acetyltransferase inhibition; inhibition, % at 34.9 µM; hit rate 0.16% among 330,000; purified Rtt109/Vps75, ThioGlo CoA-SH fluorescence, 4 h; AID 540336;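 active = inhibition of at least 50% in every replicate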
CDK5 inh – blocks human CDK5/p35 kinase activity. Q00535+Q15078. Recombinant CDK5/p35, ADP-Glo luminescence, 60 min. inhibition, % at 10 µM. hit rate 0.01% among 330,000;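 active = highest replicate inhibition of at least 50% and at least 75% of replicates reaching 50%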;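 note: plate controls were DMSO neutral control for no effect and GW8510 at 10 µM for full effect; many of its hits are not listed in these tables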
Target sequence (Q00535 whole entry, looked up): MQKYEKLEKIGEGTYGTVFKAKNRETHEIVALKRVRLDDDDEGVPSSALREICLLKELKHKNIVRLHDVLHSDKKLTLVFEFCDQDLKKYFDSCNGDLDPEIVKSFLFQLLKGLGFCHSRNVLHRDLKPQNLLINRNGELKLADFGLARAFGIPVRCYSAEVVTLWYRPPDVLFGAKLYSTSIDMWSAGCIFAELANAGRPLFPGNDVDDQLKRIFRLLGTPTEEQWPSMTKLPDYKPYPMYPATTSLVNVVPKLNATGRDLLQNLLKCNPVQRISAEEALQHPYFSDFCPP
Target sequence (Q15078 whole entry, looked up): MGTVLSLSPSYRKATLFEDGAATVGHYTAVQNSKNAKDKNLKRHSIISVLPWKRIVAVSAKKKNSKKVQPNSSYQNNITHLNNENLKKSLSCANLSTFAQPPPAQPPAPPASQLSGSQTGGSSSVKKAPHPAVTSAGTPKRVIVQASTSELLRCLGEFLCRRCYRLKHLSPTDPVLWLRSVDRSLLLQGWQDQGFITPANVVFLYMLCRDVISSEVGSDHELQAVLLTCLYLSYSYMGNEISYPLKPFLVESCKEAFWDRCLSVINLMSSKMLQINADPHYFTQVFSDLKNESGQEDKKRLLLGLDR
SR-BI DiI-HDL act – enhances SR-BI lipid uptake from DiI-HDL. CHO ldlA[mSR-BI] cells, DiI-HDL uptake fluorescence, 3 h; 100 = double the neutral-control signal. hit rate 0.096% among 320,000. activation, % at 12.5 µM;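 active = mean replicate activation of at least 60% and every replicate at or above 60%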;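 note: 0% = median plate neutral-control signal and 100% = twice that signal; values of inactives mirror those of a sister screen read the other way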
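Test system: SR-BI-overexpressing, LDLR-lacking CHO cells; Medium: Ham's F12 with 0.5% BSA, HEPES 25 mM, pH 7.4; Schedule: 3 h, 37 °C; Technique: bottom-read fluorescence, 550/595 nm.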
PvdQ inh – blocks Pseudomonas aeruginosa PvdQ acylase activity; purified PvdQ acylase, fluorescence plate reader; inhibition, % at 10 µM; hit rate 0.063% among 340,000; AID 488965; in the data active = inhibition above about 30%, passing the limit was not always enough;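 note: 0% = vehicle neutral wells and 100% = reference inhibitor wells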
HTR5A ag ctr – HTR5A agonism, opioid heterodimer counter-screen. P47898. HTR5A agonist assay, luminescence, cell-based. activation, % at 9.3 µM. hit rate 0.61% among 340,000. AID 504692; in the data active = activation mostly above about 9.5%, no sharp cut-off; inactive = mostly below about 7.6%;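 note: 0% = cells with vehicle only and 100% = reference agonist; strong numbers were not always called active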
Target sequence (P47898 whole entry, looked up): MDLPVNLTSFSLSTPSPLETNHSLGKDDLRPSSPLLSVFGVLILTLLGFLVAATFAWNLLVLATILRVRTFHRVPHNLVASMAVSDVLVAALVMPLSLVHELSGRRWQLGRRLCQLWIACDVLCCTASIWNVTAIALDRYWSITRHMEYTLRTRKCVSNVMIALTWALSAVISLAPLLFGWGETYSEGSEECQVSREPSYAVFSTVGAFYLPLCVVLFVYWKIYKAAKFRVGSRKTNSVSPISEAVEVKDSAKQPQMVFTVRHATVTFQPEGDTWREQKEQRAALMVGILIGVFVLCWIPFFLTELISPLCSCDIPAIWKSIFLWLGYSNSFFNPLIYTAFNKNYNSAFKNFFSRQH
SR-BI DiI inh – blocks mouse SR-BI lipid uptake from DiI-HDL; ldlA[mSR-BI] CHO cells, DiI-HDL uptake fluorescence, 3 h; hit rate 0.96% among 320,000; Q61009; inhibition, % at 12.5 µM; AID 488896;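 active = mean replicate inhibition of at least 70% and a set share of replicates each scoring 70 or more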;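 note: 0% = median of neutral control wells and 100% = median of positive control wells; values of inactives mirror those of a sister screen read the other way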
Wnt bcat act – activators of Wnt/beta-catenin signaling. Wnt/beta-catenin reporter cell assay, activator, plate reader. activation, % at 9.35 µM. hit rate 1.2% among 300,000; in the data active = activation above about 30%, passing the limit was not always enough;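 note: 0% = neutral control wells and 100% = positive control wells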
MITF TRPM1 HTS – activators of MITF-driven TRPM1 promoter activity in SK-MEL-5 cells | SK-MEL-5 TRPM1-promoter luciferase, 24 h; % of positive control, neutral wells = 0 | activation, % at 12.5 µM | hit rate 0.75% among 300,000 | AID 588334;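 active = mean activation of at least 80% with every replicate also reaching 80%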;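 note: 0% = neutral control wells and 100% = parthenolide positive control wells; values of inactives mirror those of a sister screen read the other way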
Starred values were filed as active, the others as inactive; . = no result given; + = active, no number.

Values run as follows: dFosB activator | RTF Ca sens act | Rtt109 HAT inh | CDK5 inh | SR-BI DiI-HDL act | PvdQ inh | HTR5A ag ctr | SR-BI DiI inh | Wnt bcat act | MITF TRPM1 HTS
(1) COc1ccccc1NS(=O)(=O)c1cc(C(=O)Nc2ccc(S(=O)(=O)Nc3onc(C)c3C)cc2)ccc1C
 : -4 | 4 | 11 | -0.5 | 3 | -21 | 1 | -3 | 4 | -4
(2) CNC(=O)c1cc(C(=O)c2ccc(Cl)cc2)c[nH]1
 : 4 | -1 | -1 | 0.1 | 10 | -7 | -5 | -10 | 22 | 29
(3) CCC(=O)NC(=S)Nc1cccc(-c2nc3ncccc3o2)c1
 : -7 | 0 | 0 | -0.6 | -14 | -7 | 0 | 14 | -3 | -4
(4) O=C(COC(=O)CCC(=O)c1cccs1)Nc1cccc(S(=O)(=O)N2CCOCC2)c1
 : -10 | 11 | 0 | 0.8 | 11 | -13 | 1 | -11 | 3 | -10
(5) CCOc1ccc(-c2nnc3sc(-c4ccccc4OC)nn23)cc1
 : -6 | -2 | 2 | 1.0 | 19 | -16 | 2 | -19 | -3 | .
(6) CCOc1ccc(CCNC(=O)c2nnn(CC(=O)Nc3ccc(OC)c(OC)c3)c2N)cc1OCC
 : 4 | 4 | 8 | 0.5 | -72 | -16 | 3 | 72* | 3 | -26
(7) CCC(=O)Nc1ccccc1N1CCN(S(C)(=O)=O)CC1
 : -4 | -6 | 10 | -0.1 | 21 | 3 | -2 | -21 | . | -5
(8) CCCCOc1ccc(C(O)C(CN2CCOCC2)c2ccccc2)cc1 (stereo not drawn)
 : -9 | 3 | -4 | 0.5 | . | -13 | 0 | . | -1 | 20
(9) CCOC(=O)C1CCN(C(=O)C2(NC(=O)NC3CCCCC3)CCCCC2)CC1
 : -8 | -1 | -6 | 0.7 | 21 | 6 | -1 | -21 | -1 | -4
(10) CC(=O)n1cc(/C=N/NC(=O)c2cccc(O)c2)c2ccccc21
 : 27* | -2 | -1 | -1.4 | . | -13 | -1 | . | 12 | 13
(11) COc1cc(NS(=O)(=O)c2ccc(NC(=S)NC(=O)/C=C/c3ccco3)cc2)ncn1
 : -15 | -7 | 0 | -7.7 | -1 | 2 | -1 | 1 | -1 | 1
(12) Cn1ccnc1C(=O)c1ccccc1Cl
 : 1 | 5 | -4 | 0.5 | 15 | 2 | -8 | -15 | 1 | 3
(13) CCCCCn1c(NC2CCCCC2)nc2c1c(=O)[nH]c(=O)n2C
 : -2 | -1 | 2 | 1.1 | . | -8 | 6 | . | -2 | -17
(14) Cc1cc(Br)cc2c1NC(=O)C2(c1c(C)n(C)n(-c2ccccc2)c1=O)c1c(C)n(C)n(-c2ccccc2)c1=O
 : -1 | 1 | 13 | 1.4 | 19 | -12 | 0 | -19 | -8 | -7
(15) C(=C\c1nnc2c3ccccc3ncn12)/c1ccccc1
 : -40 | -5 | 12 | 1.4 | -11 | 13 | 3 | 11 | 13 | 25
(16) COCCn1nnnc1C(C(C)C)N1CCC(Cc2ccccc2)CC1 (stereo not drawn)
 : -5 | -2 | . | -1.4 | 6 | 3 | 1 | -6 | . | 3
(17) Cc1cc(C)cc(Oc2ccc(-c3nnc(-c4ccccc4)o3)cc2[N+](=O)[O-])c1
 : -1 | 3 | -4 | 0.3 | 18 | -14 | -1 | -18 | -2 | 5
(18) COc1ccc(NC(=O)Nc2cnccn2)cc1
 : 0 | 0 | -11 | 2.7 | 7 | -5 | -3 | -7 | 12 | 36
(19) COc1ccc(CCNC(=O)C2CCCN2S(=O)(=O)c2ccc(F)cc2)cc1OC (stereo not drawn)
 : 2 | -6 | 0 | 4.5 | 1 | 6 | 2 | -1 | 2 | -5
(20) CCc1cccc(NC(=O)C(NC(=O)C2CCCCC2)C(C)C)c1 (stereo not drawn)
 : -2 | 1 | -4 | -1.3 | . | -5 | -2 | . | -3 | -11
(21) CC1=C(C(=O)c2ccccc2)C(c2cccc([N+](=O)[O-])c2)NC(=S)N1 (stereo not drawn)
 : 3 | -6 | -4 | -1.2 | -68 | -7 | -4 | 68 | -2 | -11
(22) CCC1CCCCN1C(=S)NC(=O)c1cc(S(=O)(=O)N2CCOCC2)ccc1C (stereo not drawn)
 : 4 | -4 | -2 | -1.5 | . | -2 | -2 | . | -6 | -5
(23) CCCCc1ccc(NC(=O)c2cnccn2)cc1
 : -9 | 19 | -8 | -4.6 | 6 | -16 | -3 | -6 | 4 | 44
(24) C=CCC(NCc1ccccc1)c1ccc(OC)cc1 (stereo not drawn)
 : -12 | 2 | 2 | -0.9 | 7 | -4 | 1 | -7 | -1 | .
(25) O=C(CCCc1c[nH]c2ccccc12)N1CCN(S(=O)(=O)c2cccs2)CC1
 : 0 | 3 | 7 | 0.6 | -58 | -14 | 8 | 58 | -5 | .
(26) NC(=NCCc1ccccc1)NS(=O)(=O)c1cccs1
 : 3 | -1 | . | -1.9 | 5 | -18 | 2 | -5 | -4 | -6
(27) CC1=NN(c2ccccc2)C(=O)C1N=Nc1ccccc1 (stereo not drawn)
 : -1 | -5 | . | -2.8 | -5 | -15 | 6 | 5 | 57* | 22
(28) O=C(NC1(C(F)(F)F)C(=O)Nc2c1c(=O)[nH]c(=O)n2Cc1ccco1)C1CC1 (stereo not drawn)
 : 5 | -1 | -6 | -1.5 | 14 | -24 | 4 | -14 | -4 | 1
(29) COc1ccc(CN2CCN(C3CCC3)CC2CCO)c(C)c1C (stereo not drawn)
 : -4 | -1 | -7 | 1.1 | 11 | -22 | -3 | -11 | -1 | .
(30) CCc1ccc(NC(=O)CSc2n[nH]c(=O)n2C2CC2)cc1
 : 1 | -3 | -19 | 0.6 | -4 | -13 | 0 | 4 | -1 | 6

Looked up above:
COc1ccc(NC(=O)Nc2cnccn2)cc1 | Wnt bcat act: 12
COc1cc(NS(=O)(=O)c2ccc(NC(=S)NC(=O)/C=C/c3ccco3)cc2)ncn1 | SR-BI DiI-HDL act: -1
CCC(=O)Nc1ccccc1N1CCN(S(C)(=O)=O)CC1 | SR-BI DiI-HDL act: 21
CCc1ccc(NC(=O)CSc2n[nH]c(=O)n2C2CC2)cc1 | Wnt bcat act: -1
COc1ccccc1NS(=O)(=O)c1cc(C(=O)Nc2ccc(S(=O)(=O)Nc3onc(C)c3C)cc2)ccc1C | Wnt bcat act: 4

Carrying on.
Values run as follows: dFosB activator | RTF Ca sens act | Rtt109 HAT inh | CDK5 inh | SR-BI DiI-HDL act | PvdQ inh | HTR5A ag ctr | SR-BI DiI inh | Wnt bcat act | MITF TRPM1 HTS
(31) CCN1CCN(c2nc(Nc3cccc(C)c3)nc(N)c2[N+](=O)[O-])CC1
 : 9 | -1 | -13 | 5.3 | 4 | -11 | 3 | -4 | . | 18
(32) CC/C(O)=C(/C#N)c1nnc2n1CCCCC2
 : 0 | 1 | 3 | -0.4 | 13 | -10 | -1 | -13 | . | 5
(33) CCOC(=O)N1CCN(C(=S)NC(=O)c2ccnn2C)CC1
 : 4 | -5 | 0 | 1.1 | 13 | -10 | -3 | -13 | -4 | -6
(34) CCOc1ccc(NS(=O)(=O)c2ccc(C(=O)NCc3ccncc3)cc2)cc1
 : -9 | -1 | -1 | -0.6 | -1 | -11 | 1 | 1 | -2 | 0
(35) COC(=O)c1ccccc1NC(=O)CN(C)Cc1ccccc1
 : -9 | -2 | . | -0.5 | -16 | 6 | 1 | 16 | -3 | 7
(36) CC1=CC(C)(C)N(S(=O)(=O)c2ccc(F)cc2)c2ccccc21
 : 5 | -1 | -8 | -3.5 | -2 | -9 | 2 | 2 | -5 | -38
(37) CSc1nnc(C(C)(C)C)c(=O)n1/N=C/c1ccccc1
 : -9 | 6 | -1 | -0.7 | 6 | -23 | 0 | -6 | 0 | 3
(38) CC(=O)NC1(c2ccc(F)cc2)CCN(C(=O)c2c(F)cccc2F)CC1
 : 1 | -2 | -3 | -1.8 | -2 | -17 | -1 | 2 | -3 | 6
(39) Cc1cccn2cc(CNC(=O)C3CCCCC3)nc12
 : 8 | -5 | 3 | -1.8 | 23 | 5 | -1 | -23 | . | -6
(40) CC[N+](CC)(CC#Cc1ccccc1)CC#Cc1ccccc1
 : -5 | -11 | 3 | -0.9 | 10 | -5 | 1 | -10 | -2 | -53
(41) COc1ccc(OC)c(NS(=O)(=O)c2ccc(NC(=O)C3COc4ccccc4O3)cc2)c1 (stereo not drawn)
 : -14 | 2 | 36 | -2.1 | -33 | 2 | 4 | 33 | 1 | -10
(42) CCN(CC)S(=O)(=O)c1ccc(NC(=O)CCNC(=O)c2ccccc2)cc1
 : 0 | -3 | 9 | -0.3 | -20 | 29 | 1 | 20 | -1 | -3
(43) O=C(COC(=O)CNC(=O)c1ccco1)Nc1ccc(F)cc1
 : -1 | 5 | -2 | 0.7 | 15 | -1 | 5 | -15 | -2 | -4
(44) CCCOc1ccc(Oc2nc(-c3ccncc3)nc3ccccc23)cc1
 : -2 | 1 | -6 | -2.3 | -14 | 1 | -2 | 14 | 0 | .
(45) Cc1cc(NC(=O)c2cccc(S(=O)(=O)N3CCOCC3)c2)c2ccccc2n1
 : -10 | 7 | -3 | 0.4 | -64 | -8 | 0 | 64 | . | -10
(46) Cc1cccc(NS(=O)(=O)c2ccc3c(c2)OCCO3)c1
 : -4 | 2 | -8 | 1.2 | -19 | 3 | -2 | 19 | -3 | -8
(47) CC(NC(=S)NC1CCC(C(C)(C)C)CC1)c1ccccc1 (stereo not drawn)
 : 1 | 0 | -8 | -2.2 | -28 | -18 | 2 | 28 | 1 | 20
(48) C=CCNC(=O)c1ccc(NC(=O)CC2SC(N3CCCC3)=NC2=O)cc1 (stereo not drawn)
 : 7 | -6 | 0 | 2.3 | 11 | -6 | 5 | -11 | -3 | 1
(49) CC(C)(C)N(C=C(Cl)Cl)C(=O)NC1CCCCC1
 : -4 | -2 | -2 | -3.9 | 14 | -21 | 0 | -14 | . | -10
(50) Cc1cc(N2C(=O)C3C4CCC(C4)C3C2=O)no1 (stereo not drawn)
 : -1 | -7 | -1 | 1.0 | 16 | 11 | -11 | -16 | -2 | -4
(51) CN1CCN(C2=CC3=CC(=C(C#N)C#N)CCC3CC2)CC1 (stereo not drawn)
 : -9 | + | 9 | -2.1 | -29 | 12 | -1 | 29 | . | 7

Compound profiles, as listed above. Screens in order: dFosB activator | RTF Ca sens act | Rtt109 HAT inh | CDK5 inh | SR-BI DiI-HDL act | PvdQ inh | HTR5A ag ctr | SR-BI DiI inh | Wnt bcat act | MITF TRPM1 HTS
`CC1=CC(C)(C)N(S(=O)(=O)c2ccc(F)cc2)c2ccccc21` is listed with 5 | -1 | -8 | -3.5 | -2 | -9 | 2 | 2 | -5 | -38
`CCOC(=O)N1CCN(C(=S)NC(=O)c2ccnn2C)CC1` is listed with 4 | -5 | 0 | 1.1 | 13 | -10 | -3 | -13 | -4 | -6
`CC(=O)NC1(c2ccc(F)cc2)CCN(C(=O)c2c(F)cccc2F)CC1` is listed with 1 | -2 | -3 | -1.8 | -2 | -17 | -1 | 2 | -3 | 6
`CC(NC(=S)NC1CCC(C(C)(C)C)CC1)c1ccccc1` (stereo not drawn) is listed with 1 | 0 | -8 | -2.2 | -28 | -18 | 2 | 28 | 1 | 20
